Source: PubChem BioAssay
Sm TGR block: inhibitors of Schistosoma mansoni thioredoxin glutathione reductase. purified TGR, DTNB reduction, TNB absorbance 405 nm. AID 485364. 3% of 360,000 active. Q962Y6. Potency, µM (doses to about 114 µM), inactives show at the highest dose activity change, negative = inhibition, usual class: inhibitors; also: potency is read from the fitted curve at half-maximal effect; nearly all actives have a fitted effect of over 60% in size
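First, TGR (20 nM dispensed) and NADPH were mixed with compound. Second, a 15 min room-temperature incubation followed. Third, further NADPH and then DTNB were added to start the reaction. Finally, TNB absorbance was monitored kinetically.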
HCMV inh: human cytomegalovirus inhibition. HFF cells, HCMV-luciferase reporter, 72 h; hits give low values. 4.5% of 410,000 active. activity change, negative = inhibition, % at 57.5 µM; in the data active = activity change below about -60%; inconclusive = no clear call, values can overlap the other calls; inactive = above about -39%
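Two compound doses tested in HFFs infected with HCMV-luciferase, MOI 1 PFU/cell, 72 h at 37C. Lysate luminescence read with OneGlo; data normalized against buffer-only and 10uM Salinomycin inhibitor controls.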
AmpC detergent: AmpC beta-lactamase inhibition with detergent present. 0.041% of 370,000 active. P00811. Potency, µM (doses to about 114 µM), without a hit: at the highest dose activity change, negative = inhibition, most hits filed as inhibitors. AmpC hydrolysis of nitrocefin, absorbance 480 nm, 0.01% Triton;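 also: potency is read from the fitted curve at half-maximal effect; 0% = no-compound wells and -100% = no-enzyme wells; nearly all actives have a fitted effect of over 25% in size; some results filed as inactive show a strong effect at the top dose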
Target sequence (P00811 whole entry, looked up): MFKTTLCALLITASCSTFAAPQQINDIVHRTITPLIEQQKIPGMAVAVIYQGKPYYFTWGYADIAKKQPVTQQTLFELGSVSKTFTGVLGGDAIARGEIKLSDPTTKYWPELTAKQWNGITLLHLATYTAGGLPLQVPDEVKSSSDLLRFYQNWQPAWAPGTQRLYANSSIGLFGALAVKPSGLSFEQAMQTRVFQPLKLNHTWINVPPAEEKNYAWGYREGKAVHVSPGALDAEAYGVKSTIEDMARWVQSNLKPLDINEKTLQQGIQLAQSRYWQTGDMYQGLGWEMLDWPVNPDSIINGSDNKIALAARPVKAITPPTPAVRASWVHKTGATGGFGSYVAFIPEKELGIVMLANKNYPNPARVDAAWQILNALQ
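20 mM phosphate pH 7.0 + 0.01% (detergent screen) or 0.0001% Triton X-100; 5.3 nM AmpC reagent; cpd preinc 15 min RT; nitrocefin (800 uM stock) to start; A480 q20 s × 4 min; Activity was normalised to no-enzyme and no-compound control wells.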
AMA1 RON2 block: disrupts binding of P. falciparum AMA1 to RON2 | AlphaScreen AMA1-biotinylated RON2 peptide binding | Potency, µM (titrated, usually from 58.2 µM), for inactives: top-dose activity change, negative = inhibition, usual class: inhibitors | 0.2% of 360,000 active;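 also: potency is read from the fitted curve at half-maximal effect; 0% = vehicle wells and -100% = peptide control; nearly all actives have a fitted effect of over 45% in size; some results filed as inactive show a strong effect at the top dose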
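AMA1 (3D7) with his tag at 25 nM final met compounds first, then biotinylated RON2 peptide at 25 nM; detection used donor plus acceptor beads, 10 µg/mL apiece, read by AlphaScreen after 30 min at room temperature.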
Giardia FBPA inh: blocks Giardia fructose-bisphosphate aldolase activity | Potency, µM (series often up to 59.6 µM), without a hit: at the highest dose activity, negative = inhibition, most hits filed as inhibitors | 0.71% of 290,000 active | A8B2U2 | purified Giardia FBPA; also: potency is read from the fitted curve at half-maximal effect; nearly all actives have a fitted effect of over 55% in size
Target sequence (A8B2U2 whole entry, looked up): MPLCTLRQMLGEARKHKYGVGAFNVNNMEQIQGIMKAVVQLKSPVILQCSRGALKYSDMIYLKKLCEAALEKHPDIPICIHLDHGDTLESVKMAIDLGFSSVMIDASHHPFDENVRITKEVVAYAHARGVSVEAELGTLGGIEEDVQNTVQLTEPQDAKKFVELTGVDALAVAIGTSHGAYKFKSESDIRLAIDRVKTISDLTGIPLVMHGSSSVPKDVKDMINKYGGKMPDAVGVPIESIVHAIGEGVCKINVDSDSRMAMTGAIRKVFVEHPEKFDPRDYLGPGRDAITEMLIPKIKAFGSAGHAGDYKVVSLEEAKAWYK
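Giardia FBPA (40 nM reagent) was preincubated 10 min at RT with compound (up to 57.5 uM final), then substrate plus GAPDH/TPI/NAD/arsenate coupling system with diaphorase/resazurin was added; resorufin fluorescence (525/598 nm) was read after 20 min.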
AmpC no deterg: AmpC beta-lactamase inhibition without detergent; P00811; AmpC nitrocefin hydrolysis, absorbance 480 nm, 0.0001% Triton; Potency, µM (titrated, usually from 57.1 µM), inactives show at the highest dose activity change, negative = inhibition, usual class: inhibitors; 0.52% of 330,000 active; AID 485341;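 also: potency is read from the fitted curve at half-maximal effect; plate controls were no compound for no effect and no enzyme for full effect; nearly all actives have a fitted effect of over 20% in size; some results filed as inactive show a strong effect at the top dose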
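20 mM phosphate pH 7.0 + 0.01% (detergent screen) or 0.0001% Triton X-100; 5.3 nM AmpC reagent; cpd preinc 15 min RT; nitrocefin (800 uM stock) to start; A480 q20 s × 4 min; Activity was normalised to no-enzyme and no-compound control wells.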
* marks the source's active call; other numbers are inactive results; ? = inconclusive; . = not tested or not shown; [ ] = remark or other dose. Unless noted, calls follow the shape of the dose curve; as a rule, active = well fitted curve in the direction sought with a large enough effect; inconclusive = small, poorly fitted or top-dose-only effect, or another doubt; inactive = no such curve, though single readings can be large; an effect the other way counts as inactive or inconclusive. Unless noted, % is scaled to controls: 0 for no effect and ±100 for the full control effect.

The opening 4 records, ahead of the listing:
SMILES | Sm TGR block | HCMV inh | AmpC detergent | AMA1 RON2 block | Giardia FBPA inh | AmpC no deterg
COC(=O)c1ccc(Oc2nc(Nc3ccccc3)nc(N(C)C)n2)cc1 | 2.2% | -15.3 | -5.0% | -3.4% | -0.6% | -22.0%
CCN(CC)S(=O)(=O)c1ccc(O)c(NS(=O)(=O)c2ccccc2F)c1 | -10.0% | ? | -8.0% | 62.2%[activator] | -18.4% | -22.9%
O=C(O)c1cccc(S(=O)(=O)Nc2ccc(O)c(Sc3nc4ccccc4s3)c2)c1 | -5.1% | -37.6 | -6.9% | 0.9% | 18.2% | -42.5%
CCOC(=O)c1c(C)[nH]c(C(=O)COC(=O)CN2C(=O)C3CCCCC3C2=O)c1C (stereo unspecified) | 2.8% | 10.5 | -10.9% | -20.0% | 2.9% | 48.3%

The list itself, from the first entry:
SMILES | Sm TGR block | HCMV inh | AmpC detergent | AMA1 RON2 block | Giardia FBPA inh | AmpC no deterg
COC(=O)c1ccc(Oc2nc(Nc3ccccc3)nc(N(C)C)n2)cc1 | 2.2% | -15.3 | -5.0% | -3.4% | -0.6% | -22.0%
CCN(CC)S(=O)(=O)c1ccc(O)c(NS(=O)(=O)c2ccccc2F)c1 | -10.0% | ? | -8.0% | 62.2%[activator] | -18.4% | -22.9%
O=C(O)c1cccc(S(=O)(=O)Nc2ccc(O)c(Sc3nc4ccccc4s3)c2)c1 | -5.1% | -37.6 | -6.9% | 0.9% | 18.2% | -42.5%
CCOC(=O)c1c(C)[nH]c(C(=O)COC(=O)CN2C(=O)C3CCCCC3C2=O)c1C (stereo unspecified) | 2.8% | 10.5 | -10.9% | -20.0% | 2.9% | 48.3%
Cc1ccc(CN(C(=O)COc2ccc([N+](=O)[O-])cc2)c2ccccn2)o1 | -32.9% | 19.3 | 13.8% | . | . | .
CCc1ccc(NC(=S)NC2CC3CCCC(C2)N3Cc2cccs2)cc1 (stereo unspecified) | 11.0% | -31.4 | 1.5% | -3.6% | -0.1% | -24.3%
COCCSc1ccccc1C(=O)N1CCOCC1 | 19.9% | -9.8 | 7.6% | -2.7% | 0.5% | -17.3%
COC(=O)c1ccc(S(N)(=O)=O)o1 | -1.2% | -1.5 | -18.2% | -7.4% | 2.8% | -3.7%
Cc1ccc(C(=O)CCc2ccc(N)cc2)cc1 | -16.3% | 24.1 | -5.7% | -6.9% | -7.4% | -17.7%
Cc1c(NC(=O)c2cc(-c3cccs3)nc3ccccc23)c(=O)n(-c2ccccc2)n1C | -2.0% | -25.8 | -10.5% | -6.0% | -2.3% | -6.6%
Cc1ccc(OCC(O)Cn2c(NCCc3ccccc3)nc3c2c(=O)[nH]c(=O)n3C)cc1 (stereo unspecified) | 0.6% | 0.6 | 0.3% | -9.7% | 9.5% | -4.9%
Cc1ccc(C)c(N2CCN(C(=O)Cc3c(C(=O)O)[nH]c4ccc(Cl)cc34)CC2)c1 | 0.0% | -22.3 | 0.4% | -5.8% | 15.8% | 11.8%
CC(=O)c1sc2nc(CSc3nnnn3-c3ccccc3)[nH]c(=O)c2c1C | -9.0% | -37.6 | -3.0% | 45.7%[activator] | -28.8% | -55.2%
CC(=O)Nc1ccc(C(=O)CN2C(=O)CSC2=O)cc1 | -8.7% | 98.9 | ? | 6.0% | 9.3% | -14.9%
COc1ccc(CC(=O)N2CC3(C)CC2CC(C)(C)C3)cc1OC (stereo unspecified) | 12.0% | -5.9 | -12.9% | 3.9% | 0.7% | 50.4%
CCOC(=O)c1c(C)c(-c2ccccc2)n(CC(=O)NC2CCCCCC2)c1C | ? | -4.1 | 16.5% | . | . | .
CCc1nc2ccccc2n1CC(=O)N1CCN(Cc2ccccc2)CC1 | 9.7% | -24.0 | 1.3% | 6.8% | 2.2% | -2.8%
CNC(=S)N1CCN(c2ccc([N+](=O)[O-])cc2)CC1 | 10.8% | 11.3 | 0.7% | -2.1% | . | -20.1%
O=c1c(-c2ccccc2)coc2c(CN3CCCCC3)c(O)ccc12 | -36.9% | -24.9 | ? | 9.0% | -6.9% | -25.0%
Cc1cc(/C=N\NC(=O)c2cccs2)c(C)n1-c1ccc2ncccc2c1 | -1.0% | 38.5 | -4.4% | -7.2% | -11.6% | -15.8%
CCOc1ccc(/C=N/NC(=O)c2[nH]c3ccc(C)cc3c2C)cc1 | -18.3% | -18.9 | 2.1% | -4.9% | 0.4% | -30.2%
COc1ccc(OC)c(/C=N/Nc2nncn2/N=C/c2cc(OC)ccc2OC)c1 | 1.5% | -5.3 | -15.0% | 32.9%[activator] | ? | -6.9%
CC(C(=O)Nc1ccon1)N1C(=O)c2ccccc2S1(=O)=O (stereo unspecified) | -3.0% | -5.2 | ? | 11.8% | . | -5.7%
CC(C)OC(=O)CN1C(=O)c2ccccc2C1=O | 2.2% | 1.2 | ? | -3.7% | 1.7% | -4.8%
CCn1cc(/C=N\NC(=O)c2ccccc2Cl)cn1 | 7.9% | ? | 6.1% | 6.1% | -1.0% | -6.7%
CCC(=O)Nc1ccc(C)cc1-c1nc2ccccc2n(C(C)C(=O)Nc2ccccc2CC)c1=O (stereo unspecified) | -1.0% | 4.8 | 24.8% | . | . | .
CN(C(=O)c1ccc(NC(=O)C2CC=CCC2C(=O)O)cc1)c1ccccc1 (stereo unspecified) | -0.7% | 19.5 | -13.6% | -10.5% | 13.3% | -19.6%
COc1cc(/C=C2\N=C(c3ccccc3)NNC2=O)cc(OC)c1OC | -17.9% | -81.1* | 1.6% | 3.1% | -1.3% | -27.7%
COc1ccccc1N1CCN(CC(O)COCc2cccs2)CC1 (stereo unspecified) | 15.4% | ? | -8.2% | -0.3% | 0.5% | -1.4%
CCC(=O)N1CCc2cc(S(=O)(=O)NCCC(=O)NCc3ccc(F)cc3)ccc21 | 1.6% | -22.7 | -0.7% | -3.6% | -5.4% | -5.7%
CC(=O)c1c(C)[nH]c(C(=O)NCc2ccc(F)cc2)c1C | -10.9% | -14.2 | ? | 13.9% | 3.3% | -25.8%
CCOC(=O)N1CCN(S(=O)(=O)N2CCCC(C(=O)NCc3cc(OC)ccc3OC)C2)CC1 (stereo unspecified) | -1.0% | ? | -4.8% | -6.2% | . | .
CCOc1ccc(NC(=O)CN2C(=O)/C(=C3\SC(=S)N(C4CCS(=O)(=O)C4)C3=O)c3ccccc32)cc1 (stereo unspecified) | -0.2% | -19.5 | 2.1% | -15.3% | -11.8% | -31.9%
CC(=O)c1cnc2nc(C)nn2c1C | -7.7% | -14.2 | ? | -1.8% | 1.5% | -7.4%
Cc1nc2ccccc2c(=O)n1-c1ccc(C(=O)O)cc1 | -1.0% | 17.9 | 0.7% | -4.7% | 11.7% | -10.8%
COc1cccc(-c2cn3nc4c(nc3n2)CCCC4)c1 | ? | . | -13.3% | 15.8% | ? | 0.4%
CCN(CC(=O)NCc1ccc(F)cc1)C(=O)CCNS(=O)(=O)c1cccc(C)c1 | -5.2% | 32.0 | -2.0% | -8.3% | . | 33.4%
C[C@H](CO)N1C[C@H](C)[C@@H](CN(C)S(=O)(=O)c2cccs2)Oc2c(NC(=O)Nc3ccccc3)cccc2C1=O | . | -23.8 | . | 0.0% | . | 260.8%[activator]
O=S(=O)(c1ccccc1)c1nc(-c2cccs2)oc1SCc1ccccc1Cl | -17.7% | -12.9 | 8.1% | . | . | .
Cc1ccc(C(=O)c2ccc(CC(=O)O)n2C)cc1 | 0.3% | -12.7 | ? | -2.3% | 23.2% | -13.0%
CCOC(CNC(=O)Cc1c(C)nc2c(-c3ccccc3)c(C)nn2c1C)OCC | 0.0% | -7.8 | -3.1% | 12.5% | 7.5% | 94.4%[activator]
Cn1c(Cn2c(=O)sc3ccccc32)nnc1SCC(=O)NCCc1ccccc1 | 0.6% | 10.4 | ? | -0.4% | -0.1% | 8.1%
CCCC(=O)NC(Oc1ccc(C(C)=O)cc1)C(Cl)(Cl)Cl (stereo unspecified) | 28.2µM* | 15.1 | 0.0% | -4.0% | 3.3% | -5.1%
CC(=O)Nc1sc(NC(=O)c2ccc(Cl)cc2)nc1-c1cccs1 | 4.3% | -4.4 | -7.3% | -3.8% | -5.5% | -34.2%
COc1ccc(NC(=O)C2CC(=O)OC2(C)C)cc1 (stereo unspecified) | 0.0% | -5.1 | -4.2% | 3.5% | 0.4% | -13.8%
COc1ccc(N2CC(C(=O)N3CCN(c4ccccc4F)CC3)CC2=O)cc1 (stereo unspecified) | -4.2% | -22.1 | -12.7% | -4.0% | 4.7% | 16.2%
O=C(COc1ccccc1Cl)Nc1cc(Cl)ccc1Oc1ccccc1 | 0.0% | 73.3 | 2.1% | 7.9% | 5.0% | -4.0%
CCOC(=O)Cn1c(=O)c2c(nc3n2CCCN3CCc2ccccc2)n(C)c1=O | -0.6% | -18.1 | -0.6% | -9.6% | -2.0% | -2.5%
Cn1c(=O)c2[nH]c(CN(Cc3ccccc3)Cc3ccccc3)nc2n(C)c1=O | -7.0% | 16.0 | -2.9% | -0.7% | -8.6% | -39.8%
COc1ccc(C[C@H]2CN3C(=NC[C@@H]3Cc3ccccc3)N2CCNC(=O)CCC2CCCCC2)cc1 | -9.9% | -32.5 | -0.2% | -2.5% | 1.8% | 110.0%[activator]
CCN1CCN(c2nc3ccccc3nc2NS(=O)(=O)c2ccc(NC(C)=O)cc2)CC1 | -20.8% | 29.4 | 1.3% | 32.2%[activator] | . | -8.6%
CN(C(=O)c1ccc2c(c1)OCCO2)c1c(N)n(Cc2ccccc2)c(=O)[nH]c1=O | -0.6% | -26.9 | ? | 28.7% | . | -10.9%
CCc1c(C)c(C#N)c2nc3ccccc3n2c1NCC1CCCO1 (stereo unspecified) | 17.7% | -39.6 | 7.0% | 1.9% | 2.8% | -7.9%
CS(=O)c1ccccc1COC(=O)Nc1cccc(Cl)c1 (stereo unspecified) | 2.3% | 10.9 | ? | 2.1% | 0.6% | -28.0%
CC[n+]1c(S(=O)(=O)[O-])ccc2ccc(C)cc21 | 0.0% | 109.5 | ? | -4.8% | 3.3% | -17.2%
Cc1ccccc1CNC(=O)Cc1cccs1 | 15.4% | -0.4 | ? | -10.1% | 7.6% | -24.2%
C(/C=C/C=C/Nc1ccccc1)=Nc1ccccc1 | 2.6% | 104.7 | -10.5% | 8.0% | -5.1% | -18.0%
CCC(C(=O)N1CCN(c2ccc(OC)cc2)CC1)n1nc(C)n2c(cc3occc32)c1=O (stereo unspecified) | -15.4% | -37.6 | -6.8% | . | . | .
O=C(NCCN1CCOCC1)c1cn(-c2ccccc2)nc1-c1cccs1 | ? | -0.7 | -14.5% | -2.3% | -4.8% | 82.5%[activator]
C=CCN1C(=NC(=O)COc2ccccc2)SC2CS(=O)(=O)CC21 (stereo unspecified) | -8.5% | 0.0 | -3.4% | -8.1% | . | -16.2%
CN(CC(=O)Nc1cccc(F)c1)C(=O)c1ccc(C2SCCS2)cc1 | -17.9% | -9.0 | ? | 3.7% | . | -25.0%
CCCN1C(C)C(C(=O)OCC)=CN(Cc2ccc(Br)cc2)S1(=O)=O (stereo unspecified) | . | -36.2 | . | 17.2% | . | -17.5%

Compounds as they come; overall some 7.8% were active at least once.
